Source: PubChem (several laboratories)
NOD1 NF-kB reporter – inhibition of NOD1-driven NF-kB reporter – cell-based, luminescence, uHTS, primary screen (AID 1578) | NOD1-driven NF-kB luciferase reporter cells, luminescence; higher % means a stronger effect | inhibition, % at 4 µM, or EC50 in µM where a hit was titrated | 1% of 290,000 active; in the data active = inhibition mostly above about 36%, no sharp cut-off; inactive = mostly below about 34%;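 also: HEK-293T reporter cells stimulated with the NOD1 agonist gamma-tri-DAP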
MgcRacGAP inhibition – MgcRacGAP GTPase-activating activity inhibitors, confirmation, biochemical, ADP Hunter fluorescence; AID 624330; MgcRacGAP-stimulated Rac1 GTP hydrolysis, ADP Hunter fluorescence; higher % means a stronger effect; GST-tagged Rac1 F28L mutant substrate; 0.6% of 340,000 active; inhibition, % at 30 µM, or IC50 in µM where a hit was titrated;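 active = first-screen hits whose inhibition reached a set limit at any dose in the follow-up dose series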;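 also: fluorescence reports GDP produced by GAP-driven GTP hydrolysis; strong numbers were not always called active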
GPR55 antagonists – inhibition of LPI-stimulated GPR55 beta-arrestin translocation – imaging, U2OS, beta-arrestin-GFP, LPI agonist, primary screen (AID 2013) | U2OS GPR55 beta-arrestin-GFP translocation imaging, LPI antagonism; higher % means a stronger effect | inhibition, % at 10 µM; hits with a dose series show IC50 in µM | 0.13% of 290,000 active;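 active = spots per cell inhibited over 60%, with over 100 cells counted and total cytoplasm intensity under 500,000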;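 also: U2OS cells stably carrying GPR55 and arrestin-GFP stimulated by 5 µM LPI near EC80; imaged beta-arrestin-GFP aggregate spots per cell after agonist stimulation; plate controls were LPI-stimulated DMSO wells for no effect and DMSO wells without LPI for full effect; some results filed as inactive read as strong as hits; confirmed hits need IC50 under 10 µM and bright autofluorescent wells are also inconclusive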
KOR beta-arrestin-1 – KOR agonists, beta-arrestin recruitment, primary screen, cell-based, luminescence, uHTS (AID 1777). KOR beta-arrestin recruitment, luminescence; higher % means a stronger effect. one-dose activation, % at 10 µM; EC50 in µM for titrated hits. 0.02% of 280,000 active; in the data active = activation above about 50%, passing the limit was not always enough; also: a part of the inactive calls stands beside numbers as strong as those of hits
SV40 large T antigen – SV40 large T antigen inhibitors, biochemical (AID 1903); 0.39% of 310,000 active; inhibition, % at 20 µM; hits with a dose series show IC50 in µM; SV40 large T antigen ATPase/helicase inhibition assay; higher % means a stronger effect; in the data active = a potency from the dose series; also: strong numbers were not always called active
KOR beta-arrestin-2 – kappa opioid receptor blockers – cell-based, luminescence, uHTS (AID 1778); 0.091% of 290,000 active; KOR beta-arrestin recruitment, luminescence, antagonist mode; higher % means a stronger effect; inhibition, % at 10 µM, or IC50 in µM where a hit was titrated; also: strong numbers were not always called active
GPR55 activation – selective activators of receptor GPR55 – imaging, U2OS cells, beta-arrestin-GFP redistribution, primary screen (AID 1961) | U2OS GPR55 beta-arrestin-GFP redistribution imaging; higher % means a stronger effect | one-dose activation, % at 10 µM; EC50 in µM for titrated hits | 0.048% of 290,000 active;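 active = activation above 40% with more than 50 cells counted in the well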;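 also: U2OS osteosarcoma cells stably expressing GPR55 and beta-arrestin-GFP; plate controls were DMSO negative control for no effect and LPI positive control for full effect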
HIV peptide binding – cell-free HIV fusion peptide-binding blockers – biochemical, uHTS, fluorescence dequenching, primary screen (AID 1986); cell-free peptide binding, fluorescence dequenching, 30 min; higher % means a stronger effect; one-dose inhibition, % at 20 µM; IC50 in µM for titrated hits; 0.3% of 290,000 active; in the data active = inhibition mostly above about 52%, no sharp cut-off; inactive = mostly below about 76%; also: some results filed as inactive read as strong as hits
NOD2 inhibition – NOD2 signaling inhibitors, cell-based, luminescence, uHTS, HEK293 (AID 1566) | inhibition, % at 4 µM; hits with a dose series show EC50 in µM | HEK293 NOD2/NF-kB luciferase reporter, luminescence; higher % means a stronger effect | 0.63% of 290,000 active; also: many of its hits are not listed in these tables
Numbers without * were called inactive; / = not tested or not shown; [ ] = dose if it differs, or a comment. Rule as the data show it, unless noted: active = inhibition above about 50%; inactive = the rest.

The opening 4 compounds, to show the layout:
1	COc1ccc(C2=NOC(C(=O)Nc3c(C)n(C)n(-c4ccccc4)c3=O)C2)cc1 (configuration not stated)
2	Cc1onc(-c2ccccc2)c1C(=O)NC(=S)NNC(=O)c1ccncc1
3	COc1ccc(S(=O)(=O)Nc2ccccc2OC)cc1C
4	Cc1cccc(-c2noc(CCCC(=O)NC3CCCC3)n2)c1

entry no.	1	2	3	4
NOD1 NF-kB reporter	-18%	-23%	/	15%
MgcRacGAP inhibition	2%	0%	8%	5%
GPR55 antagonists	-2%	11%	16%	0%
KOR beta-arrestin-1	-0.6%	5.0%	-2.0%	2.6%
SV40 large T antigen	7%	34%	14%	3%
KOR beta-arrestin-2	20%	-1%	10%	-29%
GPR55 activation	-0.1%	0.5%	0.9%	0.5%
HIV peptide binding	-1.5%	3.4%	-0.5%	1.9%
NOD2 inhibition	0%	20%	-6%	24%

This part in full, repeating the preview:
1	COc1ccc(C2=NOC(C(=O)Nc3c(C)n(C)n(-c4ccccc4)c3=O)C2)cc1 (configuration not stated)
2	Cc1onc(-c2ccccc2)c1C(=O)NC(=S)NNC(=O)c1ccncc1
3	COc1ccc(S(=O)(=O)Nc2ccccc2OC)cc1C
4	Cc1cccc(-c2noc(CCCC(=O)NC3CCCC3)n2)c1
5	CCN(CC)S(=O)(=O)c1ccc(C(=O)Oc2ccc3c(c2)OCO3)cc1
6	O=C(CN(CC1CCCO1)C(=O)CNS(=O)(=O)c1ccc(Cl)cc1)NCc1ccco1 (configuration not stated)

entry no.	1	2	3	4	5	6
NOD1 NF-kB reporter	-18%	-23%	/	15%	-16%	-13%
MgcRacGAP inhibition	2%	0%	8%	5%	30%	2%
GPR55 antagonists	-2%	11%	16%	0%	3%	2%
KOR beta-arrestin-1	-0.6%	5.0%	-2.0%	2.6%	-0.1%	2.0%
SV40 large T antigen	7%	34%	14%	3%	23%	1%
KOR beta-arrestin-2	20%	-1%	10%	-29%	9%	-1%
GPR55 activation	-0.1%	0.5%	0.9%	0.5%	-0.1%	-0.1%
HIV peptide binding	-1.5%	3.4%	-0.5%	1.9%	-3.5%	1.2%
NOD2 inhibition	0%	20%	-6%	24%	6%	3%

7	CCc1c(C)sc(NC(=O)Cn2nc(C(F)(F)F)c3c2CCCC3)c1C#N
8	Cc1cccc(C)c1NC(=O)NC1(C(=O)N2CCCCC2)CCCCC1
9	Cc1ccc(CC(=O)NCCc2ccc(S(N)(=O)=O)cc2)cc1
10	CC(C(=O)N1CCCc2c1c(=O)oc1ccc(O)cc21)N1CCc2ccccc2C1 (configuration not stated)
11	O=C(N/N=C/c1ccsc1)c1c[nH]c2ccccc12
12	CN(C)C=NC(=O)c1ccc([N+](=O)[O-])c(CS(=O)(=O)c2ccc(Cl)cc2)c1

entry no.	7	8	9	10	11	12
NOD1 NF-kB reporter	-26%	-21%	-44%	-17%	-49%	14%
MgcRacGAP inhibition	5%	8%	7%	1%	7%	8%
GPR55 antagonists	0%	-8%	-11%	2%	-5%	1%
KOR beta-arrestin-1	-5.0%	2.8%	-7.2%	-8.6%	1.3%	-2.6%
SV40 large T antigen	-10%	2%	5%	4%	17%	12%
KOR beta-arrestin-2	7%	6%	0%[20 µM]	21%	2%	12%
GPR55 activation	0.0%	0.6%	-0.2%	0.2%	0.3%	0.0%
HIV peptide binding	-0.6%	-1.0%	0.3%	2.7%	0.6%	0.2%
NOD2 inhibition	-2%	8%	-4%	6%	-30%	6%

13	CN1C[C@@H]2C[C@@H](c3ccc(C#CC(C)(C)O)s3)N3CCC[C@@]23C1=O
14	O=C(COC(=O)c1cccc2ccccc12)NCCCc1ccccc1
15	O=C(COc1ccc2ccccc2c1)Nc1ccccc1C(=O)O
16	CN(C(=O)CC1C(=O)NCCN1Cc1c(F)cccc1Cl)C1CCOCC1 (configuration not stated)
17	COc1ccc(-c2nc(SCc3ccc(C#N)cc3)[nH]c(=O)c2C#N)cc1
18	CCN(CC)S(=O)(=O)c1cccc(NC(=O)COc2ccc(C#N)cc2OC)c1

entry no.	13	14	15	16	17	18
NOD1 NF-kB reporter	6%	-14%	-110%	-41%	16%	-17%
MgcRacGAP inhibition	1%	11%	4%	0%	8%	-4%
GPR55 antagonists	13%	-8%	9%	7%	11%	5%
KOR beta-arrestin-1	/	-0.1%	3.7%	-4.9%	-4.5%	0.8%
SV40 large T antigen	3%	6%	10%	5%	6%	5%
KOR beta-arrestin-2	-22%[20 µM]	15%	-18%	-19%	-45%	11%
GPR55 activation	-0.1%	-0.2%	0.7%	-0.2%	-0.1%	-0.2%
HIV peptide binding	1.5%	-0.3%	11%	0.5%	26%	-0.8%
NOD2 inhibition	12%	14%	-14%	-8%	0%	-3%

19	Cc1ccc2oc(=O)n(CCCOc3ccccc3)c2c1
20	CC(C)(C)C(=O)Nc1ccc(S(=O)(=O)c2ccc(NC(=O)C(C)(C)C)cc2)cc1
21	COc1ccc(C2=CC(=O)C=CC2=O)cc1
22	Cc1ccc(CNC(=O)C(=O)NCC2OCCN2S(=O)(=O)c2ccc(Br)cc2)cc1 (configuration not stated)
23	Cc1ccc2c(c1)c(CC(=O)Nc1ccc(F)cc1)c(C(=O)O)n2C
24	CC12CCC(C(=O)Nc3ccc4c(c3)OCCO4)(OC1=O)C2(C)C (configuration not stated)

entry no.	19	20	21	22	23	24
NOD1 NF-kB reporter	-34%	-22%	29%	-13%	-10%	-12%
MgcRacGAP inhibition	-5%	-2%	/	5%	-2%	-7%
GPR55 antagonists	2%	3%	6%	4%	3%	17%
KOR beta-arrestin-1	-7.3%	-1.5%	5.3%	-0.7%	-3.2%	0.6%
SV40 large T antigen	4%	9%	/	17%	12%	2%
KOR beta-arrestin-2	-18%	10%	12%	-4%	-28%	-31%
GPR55 activation	-0.3%	0.0%	0.8%	0.0%	-0.1%	-0.1%
HIV peptide binding	-0.1%	-0.1%	-3.1%	-0.7%	0.3%	1.3%
NOD2 inhibition	-60%	-4%	13%	17%	8%	-2%

25	CC1(C)CC(=O)C(N=Nc2c(F)cccc2F)=C(O)C1
26	CCn1c(C)nc2cc(C(=O)NNS(=O)(=O)c3ccc(C)c(C)c3)ccc21
27	COc1cccc2cc(C(C)N(CCCN3CCOCC3)C(=S)Nc3ccc(C)cc3)oc12 (configuration not stated)
28	Cc1cc([N+](=O)[O-])nn1Cc1ccc(C(=O)N/N=C/c2ccc(F)cc2)cc1
29	CCOC(=O)C1(Cc2ccccc2)CCCN(C2CCCC2)C1 (configuration not stated)
30	O=C(c1ccco1)N1CCN(C(=O)c2cnn(-c3cccc(F)c3)c2C2CCNCC2)CC1

entry no.	25	26	27	28	29	30
NOD1 NF-kB reporter	2%	-15%	5%	-9%	-15%	-26%
MgcRacGAP inhibition	/	4%	11%	13%	2%	4%
GPR55 antagonists	8%	15%	7%	27%	5%	6%
KOR beta-arrestin-1	-2.5%	-1.9%	-5.8%	2.4%	/	4.2%
SV40 large T antigen	7%	0%	8%	11%	6%	2%
KOR beta-arrestin-2	0%	-19%	0%	10%	-7%[20 µM]	20%
GPR55 activation	0.0%	-0.2%	-0.3%	-0.3%	-0.1%	-0.2%
HIV peptide binding	-0.2%	-1.2%	-1.8%	-2.5%	-0.9%	0.9%
NOD2 inhibition	10%	8%	-5%	2%	-8%	21%

31	CN(C)c1ccc(NC(=O)Cc2ccccc2)c2ccccc12
32	O=C(CCC(=O)N(CC(=O)NC1CCCC1)Cc1ccc(F)cc1)Nc1nccs1
33	S=C(Nc1ccc2nc(-c3ccccn3)c(-c3ccccn3)nc2c1)N1CCOCC1
34	O=c1c2ccccc2n2c(=S)[nH]nc2n1-c1ccccc1
35	N#C/C(=C\c1ccco1)C(=O)NCc1ccccc1
36	CCOc1cc2[nH]c(=O)n(CCCC(=O)NCc3ccc(OC)cc3)c(=O)c2cc1OCC

entry no.	31	32	33	34	35	36
NOD1 NF-kB reporter	-12%	4%	-20%	-19%	-30%	5%
MgcRacGAP inhibition	/	10%	13%	26µM*	3%	2%
GPR55 antagonists	13%	-7%	8%	1%	1%	1%
KOR beta-arrestin-1	-17%	-0.5%	0.1%	1.3%	-1.1%	3.9%
SV40 large T antigen	10%	8%	5%	31%	11%	9%
KOR beta-arrestin-2	24%	-12%	-4%	-69%	7%	-16%
GPR55 activation	0.7%	0.1%	0.3%	0.6%	0.2%	-0.1%
HIV peptide binding	-2.1%	0.5%	2.8%	-0.2%	0.1%	-0.7%
NOD2 inhibition	-9%	10%	9%	-4%	12%	6%

37	COC(=O)c1ccc(OCC2c3cc(OC)c(OC)cc3CCN2C(=O)C2CC2)cc1 (configuration not stated)
38	CCOC(=O)CSC1=Nc2ccccc2C2=NC(CC(=O)NCc3cccs3)C(=O)N12 (configuration not stated)
39	Cc1cc(OCC(=O)N[C@@H](Cc2c[nH]c3ccccc23)C(=O)O)c2c(C)c(C)c(=O)oc2c1
40	CC(=O)c1cccc(NC(=O)Cn2cnc(S(=O)(=O)N3CCCCC3)c2)c1
41	CCOC(=O)COc1c(/C=N\OC)cc(Cl)cc1OC
42	CC(=O)Nc1cc(Cl)c(N=Cc2ccc(O)cc2O)cc1Cl

entry no.	37	38	39	40	41	42
NOD1 NF-kB reporter	/	-16%	-27%	3%	-41%	-17%
MgcRacGAP inhibition	-5%	4%	1%	2%	8%	2%
GPR55 antagonists	3%	1%	24%	-1%	8%	14%
KOR beta-arrestin-1	3.5%	-2.4%	-0.9%	-4.6%	0.7%	-4.1%
SV40 large T antigen	-10%	2%	21%	5%	7%	13%
KOR beta-arrestin-2	-33%	-7%	-63%[20 µM]	9%	-4%	13%
GPR55 activation	0.3%	-0.1%	1.1%	-0.1%	0.1%	0.0%
HIV peptide binding	-0.6%	9.7%	6.1%	-1.3%	-0.5%	31%
NOD2 inhibition	8%	9%	-9%	-1%	4%	2%

43	CCN1C(=NCc2cccc(Cl)c2)N[C@@H](c2cccc(F)c2)C(C(=O)OC)=C1C
44	FC(F)(F)c1nnc2ccc(N3CCCCCC3)nn12
45	CCC(C)N(C(=O)COc1ccccc1C(=O)NCc1ccccc1)C1CCS(=O)(=O)C1 (configuration not stated)
46	CCOC(=O)c1sc2ccc(S(=O)(=O)N3CCOCC3)cc2c1N
47	Cc1ccc(CNC(=O)CCc2nnc(Cc3ccc(-c4ccccc4)cc3)o2)o1
48	CCOc1ccc2nc(NC(=O)Nc3ccccc3)sc2c1

entry no.	43	44	45	46	47	48
NOD1 NF-kB reporter	-3%	19%	-16%	-1%	-18%	-83%
MgcRacGAP inhibition	10%	11%	4%	7%	1%	8%
GPR55 antagonists	25%	14%	-5%	30%	8%	4%
KOR beta-arrestin-1	-1.0%	/	-2.0%	2.2%	/	-6.3%
SV40 large T antigen	3%	4%	10%	-4%	12%	1%
KOR beta-arrestin-2	-27%[20 µM]	6%	8%	9%	-2%[20 µM]	8%
GPR55 activation	0.4%	0.2%	-0.1%	-0.1%	-0.1%	0.3%
HIV peptide binding	1.4%	-0.7%	-0.1%	3.1%	0.9%	0.7%
NOD2 inhibition	5%	15%	15%	10%	15%	-138%

The list is partial; the hit share may differ from the screen's.
